CHT block – inhibits the human high affinity choline transporter; CHT-expressing cells, membrane potential dye, choline response; hits give low values; B-score at 10 µM; 0.86% of 310,000 active; AID 488975;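 active means B-score over 3 SD under the library average, and starting fluorescence ratio not unusually high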;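 further: choline stimulus applied at its EC90 after an EC20 pre-addition; B-score computed on integrated fluorescence ratio after choline addition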
Target sequence (Q9GZV3 whole entry, looked up): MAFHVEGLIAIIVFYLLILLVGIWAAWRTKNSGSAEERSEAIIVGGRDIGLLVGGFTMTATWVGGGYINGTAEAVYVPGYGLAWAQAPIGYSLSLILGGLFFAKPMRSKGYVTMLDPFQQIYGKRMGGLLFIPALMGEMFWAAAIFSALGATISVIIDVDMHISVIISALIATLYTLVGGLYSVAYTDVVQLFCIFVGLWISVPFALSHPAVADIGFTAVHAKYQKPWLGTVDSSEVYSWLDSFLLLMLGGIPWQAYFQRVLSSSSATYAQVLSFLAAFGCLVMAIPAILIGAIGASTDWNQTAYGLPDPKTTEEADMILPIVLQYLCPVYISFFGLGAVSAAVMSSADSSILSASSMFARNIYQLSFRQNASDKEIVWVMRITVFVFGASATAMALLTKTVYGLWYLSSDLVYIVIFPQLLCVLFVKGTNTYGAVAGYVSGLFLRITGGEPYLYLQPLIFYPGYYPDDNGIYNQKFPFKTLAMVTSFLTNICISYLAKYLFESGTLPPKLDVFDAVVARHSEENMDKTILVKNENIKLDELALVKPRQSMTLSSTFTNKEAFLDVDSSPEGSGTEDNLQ
Kir21 block – Kir2.1 (mouse) channel inhibition | HEK293-Kir2.1, FluxOR thallium flux fluorescence; hits give low values | B-score at 10 µM | 0.85% of 310,000 active | AID 1672;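 active means fluorescence ratio B-score at or below minus 3 SD of library scores, with starting-brightness B-score within 2 SD, cut at about -4.2 in these data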;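 further: channel flux triggered by added potassium and thallium sulfate stimulus; B-score of peak minus minimum fluorescence over baseline after thallium stimulus; more negative B-score means stronger Kir2.1 block with less thallium influx; some compounds called inactive have numbers as strong as hits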
Target sequence (P35561 whole entry, looked up): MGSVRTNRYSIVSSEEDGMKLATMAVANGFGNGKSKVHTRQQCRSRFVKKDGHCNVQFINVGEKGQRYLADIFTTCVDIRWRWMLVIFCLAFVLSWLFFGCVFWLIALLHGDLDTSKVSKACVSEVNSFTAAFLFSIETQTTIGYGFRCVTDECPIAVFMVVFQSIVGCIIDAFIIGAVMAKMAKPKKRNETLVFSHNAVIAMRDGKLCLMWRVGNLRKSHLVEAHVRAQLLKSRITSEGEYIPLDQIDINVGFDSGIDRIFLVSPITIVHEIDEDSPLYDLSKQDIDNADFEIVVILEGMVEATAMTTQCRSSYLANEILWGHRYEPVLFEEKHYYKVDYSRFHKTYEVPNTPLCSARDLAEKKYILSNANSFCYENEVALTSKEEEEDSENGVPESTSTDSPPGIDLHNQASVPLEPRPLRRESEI
KCNQ2 block – KCNQ2 channel blockers in CHO-K1 cells – cell-based, FluxOR thallium flux, B-score, primary screen (AID 2156). O88943. 20 min; hits give low values. B-score at 10 µM. 1.1% of 310,000 active;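 active means fluorescence ratio B-score at most minus 3 library SDs, with starting brightness B-score within 2 library SDs, cut at about -5.5 in these data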
* marks the source's active call; other numbers are inactive results; i = inactive.

SMILES	CHT block	Kir21 block	KCNQ2 block
COc1ccc(-c2nnc(SCc3ccccc3)n2N)cc1	i	1.19	i
O=C(N/N=C/c1cccc2ccccc12)c1cccs1	i	-0.56	i
N#Cc1ccsc1NC(=O)COC(=O)c1cc2ccccc2cc1O	i	3.05	i
Cc1nn(-c2cccc(Cl)c2)c2nc(-c3ccncc3)cc(C(=O)N3CCOCC3)c12	i	0.6	i
Cc1ccc(OCCNC(=O)CCC(=O)N2CCOCC2)cc1	i	0.34	i
O=C(NCC(=O)N1CCN(S(=O)(=O)c2ccccc2C(F)(F)F)CC1)c1sc2ccccc2c1Cl	i	0.46	i
CCOc1ccc(CC2S/C(=N/c3ccccn3)NC2=O)cc1 (configuration not stated)	i	-0.84	i
O=C(CCCn1c(SCC(=O)NC2CCCCC2)nc2ccccc2c1=O)NCC1CCCO1 (configuration not stated)	i	0.53	i
CC(C)(C)c1cc(OS(C)(=O)=O)ccc1O	i	1	i
O=C(CCC(=O)N1CCOCC1)Nc1ccc(Cl)c(Cl)c1	i	0.89	i
CC(NC(=O)/C=C/c1ccccc1)c1ccccc1 (configuration not stated)	-5.44*	-1.43	i
O=C(Nc1nnc(COc2ccc(Br)cc2)s1)c1ccco1	i	-0.25	i
CSc1nccc(N2CCN(c3ccc(F)cc3)CC2)n1	i	-0.32	i
Cc1ccc(NC(=O)Nc2ccccc2)c(Br)c1	i	0.07	i
COc1ccc2nc(NC(=O)c3ccccc3-c3ccccc3C(=O)O)sc2c1	i	0.64	i
C=CCOC(=O)C(=O)/C=C/c1csc2ccccc12	i	-0.33	i
COc1ccc(-c2nnn(CC(=O)N(C3CCCC3)C(C)C(=O)NC3CCCC3)n2)cc1OC (configuration not stated)	i	2.16	i
O=C(NCc1cccnc1)c1cc(Sc2ccccc2Cl)nc2ccccc12	i	-0.57	i
O=C(O)COc1ccccc1/C=N/NC(=O)CSc1nnc(SCc2ccc(Cl)cc2)s1	i	0.61	i
CC(=O)c1ccc(-n2c(-c3cc(-c4ccco4)[nH]n3)n[nH]c2=S)cc1	i	2.38	i
Cn1[nH]c(C(F)(F)F)c(C=NCc2ccc(Cl)cc2)c1=O	i	-0.04	i
COC(=O)C(Sc1nc(C)cc(C)c1C#N)c1ccccc1 (configuration not stated)	i	0.45	i
CC(=O)NCCOc1nc(N2CCCCC2)nc(N2CCCCC2)n1	i	-0.32	i
CC1CCCCN1C(=O)CCC(=O)Nc1nnc(C(F)(F)F)s1 (configuration not stated)	i	1.71	i
CCC(Sc1nc2n[nH]c(C)c2c(=N)n1-c1cccc(Cl)c1)C(=O)NCCOC (configuration not stated)	i	-0.2	i
Cc1ccc(C(=O)C[n+]2cc(Br)cc(Br)c2)cc1	-13.3*	0.16	i
Cc1ccc(NC(=O)Nc2ccc3c(c2)nc(C)n3C)cc1C	i	-0.71	i
O=C(Nc1ccc(S(=O)(=O)N2CCCC2)cc1)c1ccc(CN2CCOCC2)cc1	i	0.55	i
COC(=O)COc1ccc(S(=O)(=O)NCCC2=CCCCC2)cc1	i	-0.61	i
Cc1c(Cc2ccccc2)sc(NC(=O)/C=C/c2cccc3ccccc23)c1C(N)=O	i	0.84	i
Cn1c(=O)c2c(SCCN3CCOCC3)nc(C3CCCC3)nc2n(C)c1=O	i	0.25	i
Cc1cc(C)nc(NC(=S)Nc2ccccc2)n1	i	-1.97	i
CC(C)Oc1ccc(S(=O)(=O)N2CCCCC2)cc1NC(=O)C1=COCCO1	i	0.94	i
S=C(Nc1cccnc1)NC1CCCCCCC1	i	-0.98	i
COc1ccc(OC)c(S(=O)(=O)N2CCN(CC(O)COc3ccc(C#N)cc3)CC2)c1 (configuration not stated)	i	0.25	i
CC(OC(=O)c1cccs1)C(=O)Nc1nc(-c2ccccc2)cs1 (configuration not stated)	i	0.34	i
O=C(Cc1ccccc1)Nc1ccc(F)cc1	i	0.26	i
COc1cccc(CNC(=O)CC2C(=O)NCCN2Cc2ccoc2)c1OC (configuration not stated)	i	0.38	i
COC(=O)c1nccnc1C(=O)Nc1ccccc1N1CCOCC1	i	0.02	i
O=C(Nc1ccc(-c2n[nH]c(=S)o2)cc1)c1ccccc1Br	i	-0.33	i
O=C(Nc1cccc(-n2cnnn2)c1)c1cc(Cl)ccc1Cl	i	-1.04	i
COc1ccc(-c2csc3ncnc(N4CCN(c5ccc(OC)cc5)CC4)c23)cc1	i	-0.53	i
O=C(Cc1cccs1)N/N=C/c1ccccn1	i	-1.28	i
[O-][n+]1onc2c1CCC1N(O)C(c3ccccc3)CC21O (configuration not stated)	i	0.07	i
COc1cccc(C(=O)Nc2ccc3c(c2)C(=O)NC3=O)c1	i	-1.07	i

Some of these compounds in order of formula weight, low to high:
SMILES	CHT block	Kir21 block	KCNQ2 block
O=C(Cc1ccccc1)Nc1ccc(F)cc1	i	0.26	i
O=C(Cc1cccs1)N/N=C/c1ccccn1	i	-1.28	i
Cc1cc(C)nc(NC(=S)Nc2ccccc2)n1	i	-1.97	i
S=C(Nc1cccnc1)NC1CCCCCCC1	i	-0.98	i
[O-][n+]1onc2c1CCC1N(O)C(c3ccccc3)CC21O (configuration not stated)	i	0.07	i
Cc1ccc(NC(=O)Nc2ccc3c(c2)nc(C)n3C)cc1C	i	-0.71	i
O=C(Nc1cccc(-n2cnnn2)c1)c1cc(Cl)ccc1Cl	i	-1.04	i
CC1CCCCN1C(=O)CCC(=O)Nc1nnc(C(F)(F)F)s1 (configuration not stated)	i	1.71	i
COC(=O)COc1ccc(S(=O)(=O)NCCC2=CCCCC2)cc1	i	-0.61	i
CC(OC(=O)c1cccs1)C(=O)Nc1nc(-c2ccccc2)cs1 (configuration not stated)	i	0.34	i
Cc1ccc(C(=O)C[n+]2cc(Br)cc(Br)c2)cc1	-13.3*	0.16	i
O=C(Nc1ccc(-c2n[nH]c(=S)o2)cc1)c1ccccc1Br	i	-0.33	i
COc1cccc(CNC(=O)CC2C(=O)NCCN2Cc2ccoc2)c1OC (configuration not stated)	i	0.38	i
Cn1c(=O)c2c(SCCN3CCOCC3)nc(C3CCCC3)nc2n(C)c1=O	i	0.25	i
Cc1c(Cc2ccccc2)sc(NC(=O)/C=C/c2cccc3ccccc23)c1C(N)=O	i	0.84	i
O=C(Nc1ccc(S(=O)(=O)N2CCCC2)cc1)c1ccc(CN2CCOCC2)cc1	i	0.55	i
COc1ccc(-c2csc3ncnc(N4CCN(c5ccc(OC)cc5)CC4)c23)cc1	i	-0.53	i
CCC(Sc1nc2n[nH]c(C)c2c(=N)n1-c1cccc(Cl)c1)C(=O)NCCOC (configuration not stated)	i	-0.2	i
COc1ccc(OC)c(S(=O)(=O)N2CCN(CC(O)COc3ccc(C#N)cc3)CC2)c1 (configuration not stated)	i	0.25	i

Continuation:
SMILES	CHT block	Kir21 block	KCNQ2 block
O=C(NC1CCCC1)c1cccc(NC(=O)c2ccco2)c1	i	2.6	i
CC(C)CNC(=O)c1cccc(NC(=O)c2ccco2)c1	i	0.85	i
N#CCC(=O)N/N=C/c1ccc(OCC(=O)Nc2ccc(F)cc2)cc1	i	0.88	i
COc1ccc(C(N)=O)cc1NC(=O)c1cccc(F)c1	i	0.67	i
CC(C)(C)c1ccc(C(=O)NCCOc2ccccc2F)cc1	i	-0.07	i
O=C(Nc1cn(-c2ccccc2)nc1-c1ccc(F)cc1)c1ccccc1	i	0.01	i
COc1cccc(-n2c(C)cc(/C=C3\C(=N)N4N=C(CC(=O)N5CCOCC5)SC4=NC3=O)c2C)c1	i	-0.03	i
COc1ccc(OC)c(CN2CCCC(C(=O)c3ccccc3SC)C2)c1 (configuration not stated)	i	-1.7	i
CCc1cc2c(=O)n(CCC(C)C)c(=S)[nH]c2s1	i	1.28	i
COc1ccc(CCNC(=O)CSc2nnc3ccc(-c4ccccn4)nn23)cc1	i	1.29	i
O=C(O)c1cc(S(=O)(=O)N(Cc2ccccc2)c2cccc(C(F)(F)F)c2)ccc1Cl	i	2.14	i
COCCOC(=O)C(CC(=O)O)NCc1ccco1 (configuration not stated)	i	-0.59	i
CC(=O)c1ccc(NC(=O)CCC(=O)OCC(=O)c2cccc([N+](=O)[O-])c2)cc1	i	-1.05	i
CC(C)c1[nH]nc2c1C(C(C)C)C(C#N)=C(N)O2 (configuration not stated)	i	-0.88	i
CCN(C(=O)CSc1nnc(COc2cccc(C)c2)o1)c1nc(C)cs1	i	0.18	i
CCOCCn1c(CN2CCCC(C)C2)nc2c1c(=O)n(C)c(=O)n2C (configuration not stated)	i	2.27	i
Cc1cc(C)cc(N(CC(=O)NCC2CCCO2)C(=O)CCC(=O)Nc2cc(C)on2)c1 (configuration not stated)	i	0.59	i
CN1C(=O)/C(=C/c2coc3ccc(O)cc3c2=O)SC1=S	i	2.3	i
CC(C)C(C)NC(=O)CN1C(=O)NC(c2ccccc2)(c2ccccc2)C1=O (configuration not stated)	i	-0.06	i
Cc1ccc(N(CC(=O)NCC2CCCO2)C(=O)Cn2nnc(-c3cccs3)n2)cc1 (configuration not stated)	i	-0.17	i
CCOC(=O)Cc1cc(=O)n2[nH]c(-c3ccc(Cl)cc3)cc2n1	i	0.04	i
COc1cc(C(C)=O)ccc1OCC(=O)Nc1ccccc1N1CCCC1	i	-2.03	i
CC1C(=O)N2CCCc3cc(S(=O)(=O)N4CCCCC4)cc1c32 (configuration not stated)	i	0	i
O=C(c1n[nH]c(=O)c2ccccc12)N1CCN(c2ccccc2Cl)CC1	i	0.93	i
COC(=O)c1ccccc1CC1SC(N)=NC1=O (configuration not stated)	i	-0.02	i
O=C(NCC1CCCO1)C1CCN(CC2CCCCC2)CC1 (configuration not stated)	i	1.02	i
Cc1ccc(-c2nnc(SCC(=O)NC3CC3)o2)cc1	i	1.4	i
CN(CC(=O)Nc1ccccc1N1CCOCC1)S(=O)(=O)c1ccc(F)cc1	i	-0.01	i
COc1ccc(/C=N/n2nnnc2N)cc1OC	i	0.93	i
Cc1ccc(OCc2cccc(S(=O)(=O)N(C)C)c2)c([N+](=O)[O-])n1	i	-2.7	i
Cc1nc(Nc2ccc(S(N)(=O)=O)cc2)sc1-c1ccccc1	i	1.47	i
CC(=O)Nc1ccc(NC(=O)COc2ccc(-c3ccc(C#N)cc3)cc2)cc1	i	-1.18	i
O=C(NCc1cccs1)c1cccc(N2CCCC2=O)c1	i	1.01	i
c1ccc(N2CCN(Cc3ccnc4ccccc34)CC2)cc1	-10.9*	0.02	i
O=C(NCC1CCCN(Cc2ccc3nonc3c2)C1)c1ccc(F)cc1 (configuration not stated)	i	-0.13	i
O=C(CC(=O)Nc1ccc(Cl)c(Cl)c1)N/N=C/c1ccc(O)cc1	i	0.39	i
CC1CCCN(C(=O)Cn2nnc(-c3ccccc3F)n2)C1 (configuration not stated)	i	-1.15	i
CCc1ccc(NC2=CC(=O)CC(C)(C)C2)cc1	i	-0.84	i
O=C(c1ccc2ncsc2c1)N1CCCCC1	i	-0.68	i
COc1ccc(NC(=O)CC2C(=O)NCCN2C(=O)c2ccc(Cl)cc2)cc1 (configuration not stated)	i	-0.01	i
Cc1ncc(CN2CCC(CO)(CCOc3ccccc3)CC2)s1	i	-0.11	i
c1ccc(Cn2cc(CSc3ccccc3)nn2)cc1	i	-1.23	i
COc1ccc(CCn2c(C)nc3ccccc3c2=O)cc1OC	i	-1.52	i
OCC[C@@H]1C[C@@H](O)[C@H](O)[C@]2(CCCCO2)O1	i	1.26	i
Cc1ccc(O)c(CNc2ccc(S(=O)(=O)Nc3nccs3)cc2)c1	i	-0.69	i
O=S(=O)(Nc1cccc2ncccc12)c1cccs1	i	-0.89	i
Cc1[nH]n(-c2ccccc2)c(=O)c1C(C[N+](=O)[O-])c1ccccc1Cl (configuration not stated)	i	0.02	i
O=C(Nc1ccc(N2CCCC2)c(Cl)c1)c1ccc(Br)o1	i	-0.51	i
OCc1c[nH]c(=S)n1CCOc1cccc(C(F)(F)F)c1	i	-2.2	i
COCCn1c(SCc2ccccc2)nc2c1c(=O)[nH]c(=O)n2C	i	-1.06	i
COc1cccc(/C=N/NC(=O)Cn2nc(C)c([N+](=O)[O-])c2C)c1O	i	0.01	i
CC1CCCC(NC(=O)Cc2ccc(Br)cc2)C1C (configuration not stated)	i	0.33	i
CSC1=C(C#N)C(c2ccc(C(C)C)cc2)CC(=O)N1 (configuration not stated)	i	-1.05	i
O=C(CSc1ccccc1)N1CCN(S(=O)(=O)c2ccccc2F)CC1	i	-1.99	i
COc1ccccc1Cn1c(=S)[nH]c2cc(C(=O)N3CCCC3)ccc2c1=O	i	0.35	i
CCOC(=O)c1ccc(NC(=O)CN2C(=O)C(=O)N(CC(C)C)C2=O)cc1	i	-0.38	i
CC1=C(C)CC(C(=O)NCCCN2CCCC2=O)C(C(=O)O)C1 (configuration not stated)	i	1.14	i
Cn1c(CN2CCCC2)nc2cc(NS(=O)(=O)c3ccccc3)ccc21	i	-0.12	i
O=C(O)CCc1nn2c3ccccc3n(CCO)c2nc1=O	i	0.34	i
CCN1CCN(C(=S)NCc2ccc(C)cc2)CC1	i	-0.14	i
New compounds follow:
SMILES	CHT block	Kir21 block	KCNQ2 block
O=C(COc1ccc([N+](=O)[O-])cc1)Nc1ccc(S(=O)(=O)N2CCOCC2)cc1	i	-1.43	i
COc1ccc(CCNC(=O)CSc2ccc(Br)cc2)cc1OC	i	-3.45	i
O=C(Nc1cnc2ccccc2c1)c1cccnc1	i	0.05	i
Cc1cc(C)nc(Nc2n[nH]c(COc3ccccc3)n2)n1	i	2.32	i
CCOc1ccccc1NC(=O)C(CC)Sc1nc2ccncc2[nH]1 (configuration not stated)	i	0.04	i
COc1ccc(C2Nc3ccccc3C(=O)N2c2ccccc2)cc1CN1CCOCC1 (configuration not stated)	i	0.18	i

Rows are unselected; overall some 2.6% were active at least once.
